# RTF Ca sens inh – cardiac RTF calcium desensitization. AID 493244. inhibition, % at 7.15 µM. actives 0.12% (n = 340,000). P19429+P45379. IANBD-labeled cardiac RTF, Ca2+ fluorescence;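 active means inhibition above the mean inhibition of all tested compounds plus 3 SD, cut at about 17% in these data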;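 further: assay run at fixed EC70 calcium of 1.6 mM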
# RTF Ca sens act – cardiac RTF calcium sensitization. activation, % at 7.2 µM. P19429+P45379. actives 0.24% (n = 340,000). IANBD-labeled TnC RTF fluorescence at EC20 calcium; 0% EC20 calcium, 100% full calcium;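 active means activation above the mean over all tested compounds plus 3 SD, cut at about 30% in these data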;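 further: rise in fluorescence read as greater calcium sensitivity of cardiac thin filaments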
# MOR-DOR inv ag – mu-delta opioid heterodimer inverse agonism | actives 0.21% (n = 340,000) | P35372+P41143 | AID 504357 | cell-based MOR-DOR heterodimer luminescence | inhibition, % at 9.3 µM; in the data active means inhibition above about 22%, passing the limit was not always enough;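 further: 0% = cells with DMSO and 100% = wells without cells with DMSO; values of inactives mirror those of a sister screen read the other way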
# HTR5A ag ctr – activates human HTR5A in OPRM1-OPRD1 agonist counter-screen; P47898; actives 0.61% (n = 340,000); activation, % at 9.3 µM; HTR5A agonist assay, luminescence, cell-based; in the data active means activation mostly above about 9.5%, no sharp cut-off; inactive means mostly below about 7.6%;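 further: 0% = cells with vehicle only and 100% = reference agonist; strong numbers were not always called active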
# Target sequence (P47898 whole entry, looked up): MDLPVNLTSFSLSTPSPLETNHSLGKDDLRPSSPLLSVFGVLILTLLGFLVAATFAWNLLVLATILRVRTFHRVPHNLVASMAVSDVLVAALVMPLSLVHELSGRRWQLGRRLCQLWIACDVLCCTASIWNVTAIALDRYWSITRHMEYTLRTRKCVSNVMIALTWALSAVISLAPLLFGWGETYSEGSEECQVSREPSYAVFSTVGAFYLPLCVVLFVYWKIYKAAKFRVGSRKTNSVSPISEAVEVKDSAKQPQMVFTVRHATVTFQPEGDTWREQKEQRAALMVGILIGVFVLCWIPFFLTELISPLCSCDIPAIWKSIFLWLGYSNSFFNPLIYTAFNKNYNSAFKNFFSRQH
# HTR5A inv ag – counter-screen for OPRM1-OPRD1 inverse agonists: human HTR5A inverse agonism; P47898; HTR5A cell line, luminescence; inhibition, % at 9.3 µM; actives 0.083% (n = 340,000); in the data active means inhibition mostly above about 23%, no sharp cut-off; inactive means mostly below about 18%;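 further: 0% = cells with DMSO and 100% = no-cell wells with DMSO; some compounds called inactive have numbers as strong as hits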
# C-LANA FP – blocks KSHV LANA C-terminal domain binding to DNA; inhibition, % at 9 µM; actives 0.078% (n = 340,000); MBP-C-LANA/FAM-LBS DNA binding, fluorescence polarization;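 active means highest replicate inhibition at or above 60% at 9 µM, even if other replicates fall short; inactive means all replicates below 60% inhibition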;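 further: 0% = neutral control wells and 100% = 4 µM acridine orange control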
# Keap1-Nrf2 PPI – disrupts human Keap1 binding to Nrf2 peptide | Keap1 Kelch-Nrf2 peptide fluorescence polarization, 1536-well | Q14145 | inhibition, % at 9.4 µM | actives 0.15% (n = 340,000); in the data active means inhibition above about 12%;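 further: human Keap1 Kelch domain with fluorescein labeled Nrf2 9mer peptide probe; 0% = neutral control wells and 100% = peptide positive control; higher means more block of Keap1 binding to Nrf2 peptide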
# Target sequence (Q14145 whole entry, looked up, the tested form may be a part): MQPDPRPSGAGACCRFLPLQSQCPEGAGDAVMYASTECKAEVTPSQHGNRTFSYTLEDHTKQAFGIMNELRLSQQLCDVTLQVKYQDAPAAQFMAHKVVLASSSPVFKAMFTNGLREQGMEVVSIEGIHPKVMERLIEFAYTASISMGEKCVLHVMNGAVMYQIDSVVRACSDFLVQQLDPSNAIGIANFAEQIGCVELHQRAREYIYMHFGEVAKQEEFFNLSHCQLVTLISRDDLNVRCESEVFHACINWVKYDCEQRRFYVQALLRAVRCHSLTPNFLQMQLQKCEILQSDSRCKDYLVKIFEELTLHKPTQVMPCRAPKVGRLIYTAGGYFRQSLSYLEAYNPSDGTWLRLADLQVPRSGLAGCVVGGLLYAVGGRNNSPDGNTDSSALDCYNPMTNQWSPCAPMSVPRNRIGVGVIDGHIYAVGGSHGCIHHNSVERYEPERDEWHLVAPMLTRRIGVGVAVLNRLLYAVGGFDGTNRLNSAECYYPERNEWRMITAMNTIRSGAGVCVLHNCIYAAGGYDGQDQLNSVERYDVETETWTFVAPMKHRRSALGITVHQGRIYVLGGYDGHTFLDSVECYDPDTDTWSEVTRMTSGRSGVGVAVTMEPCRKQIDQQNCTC
# V-ATPase pH – alters yeast V-ATPase proton transport; S. cerevisiae, pHLuorin cytosolic pH fluorescence; response, % at 10 µM; actives 0.37% (n = 350,000); AID 504577; in the data active means response mostly above about 7.3%, no sharp cut-off; inactive means mostly below about 5.4%; further: actives read high; inactives centre near 0; some compounds called inactive have numbers as strong as hits; reference of the scale not given here
# OPRM1-OPRD1 ag – agonists of human mu-delta opioid receptor heterodimerization. activation, % at 9.3 µM. P35372+P41143. cells, OPRM1-OPRD1 heterodimerization, luminescence. actives 0.3% (n = 340,000); in the data active means activation above about 18%;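 further: 0% = vehicle-treated cells and 100% = reference agonist; values of inactives mirror those of a sister screen read the other way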
# CAL-PDZ inh HTS – CAL PDZ (human) peptide binding inhibition; purified CAL PDZ, TMR-peptide fluorescence polarization, 1 h; inhibition, % at 24.9 µM; actives 0.92% (n = 300,000); AID 602252;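 active means mean inhibition of at least 30% with at least half of replicates also reaching 30%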;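 further: 0% = DMSO neutral control and 100% = excess unlabeled competitor peptide PRC23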
# The depositor's hits bear a star; . = no result given.
cpd	Compound	RTF Ca sens inh	RTF Ca sens act	MOR-DOR inv ag	HTR5A ag ctr	HTR5A inv ag	C-LANA FP	Keap1-Nrf2 PPI	V-ATPase pH	OPRM1-OPRD1 ag	CAL-PDZ inh HTS
1	O=C(CN1C(=O)NC2(CCCCCCC2)C1=O)N1CCN(C(=O)c2ccco2)CC1	-14	2	8	-5	11	6.1	2	1	-1.6	-3
2	CCOc1cc(N2CCOCC2)c(OCC)cc1NC(=O)c1ccc(-n2ccnc2)c([N+](=O)[O-])c1	-12	0	-7	5	-13	-1.3	-4	-1	0.9	-1
3	Cc1ccc(NC(=O)/C(=C/c2cccc([N+](=O)[O-])c2)NC(=O)C2CCCCC2)c(C)c1	4	11	17	-3	6	0.5	-7	5	-3.6	-2
4	COc1cccc2[nH]c(C(=O)NCc3ccccc3)cc12	3	-1	10	4	-13	5.0	2	1	-2.2	4
5	Cc1ccc(OCC(=O)Nc2cccc(S(=O)(=O)N3CCCCCC3)c2)cc1C	-1	-9	-8	3	12	1.2	2	-5	1.6	-2
6	Fc1ccc(N2CCN(c3ncnc4nc[nH]c34)CC2)cc1	-7	-1	5	5	-14	0.3	-5	-3	-1.0	.
7	CCc1ccc(OC)c(S(=O)(=O)NCc2cccs2)c1	-1	0	-2	7	-20	-3.0	-2	2	0.4	-2
8	N#C/C(C(N)=O)=C1/SC(Cc2ccc(F)cc2)C(=O)N1c1ccccc1 (stereo not drawn)	-4	5	12	6	-16	4.3	4	-2	-2.5	-1
9	O=C(NCCCc1ccccc1)c1cnc2n(c1=O)CCS2	0	6	-5	2	-19	-1.0	-2	0	1.0	0
10	CCOC(=O)c1ccccc1NC(=O)CSc1nnnn1C	-2	-3	8	-1	-7	-1.5	2	3	-1.8	-2
11	COc1cc([N+](=O)[O-])ccc1NC(=S)N1CCOCC1	-2	1	12	10	-23	0.9	-8	-4	-2.4	.
12	Cc1cc(C)cc(N2C(=O)CC(N3CCOCC3)C2=O)c1 (stereo not drawn)	3	-10	13	3	0	0.2	-3	-3	-2.2	-2
13	COc1ccc(-c2cc(-c3cccs3)nc(OC)c2C#N)cc1OC	4	-5	10	0	-33	-1.8	1	5	-2.1	-2
14	Cc1ccc(NS(=O)(=O)c2ccc3c(c2)n(C)c(=O)n3C)cc1C	5	-2	6	0	-25	0.6	1	-1	-1.3	.
15	CC1CN(Cc2ccccc2)c2ccccc2NC1=S (stereo not drawn)	-2	-1	-18	3	2	0.4	2	0	4.0	0
16	CC1(C)Cc2nc3sc4c(SCC(=O)O)ncnc4c3cc2CO1	-7	2	16	1	2	-1.4	3	9	-3.2	3
17	COc1ccccc1C(C(C(=O)c1ccccc1)N1CCOCC1)N1CCOCC1 (stereo not drawn)	4	-3	13	4	-14	-1.2	2	2	-2.5	.
18	COC(=O)CN1C(=O)C(C)(C)Oc2ccc(C(=O)NC3CCCC3)cc21	-12	-8	8	5	-21	-2.8	3	-3	-1.3	2
19	CN(C)c1ccc(-c2nc3ccccn3c2/N=C/c2ccc(Br)cc2)cc1	3	-2	-21	-1	4	-1.8	-2	-3	3.7	-5
20	COC(=O)c1cc(NC(=O)c2cccc(F)c2)cc(C(=O)OC)c1	-2	-1	-1	4	3	0.9	0	0	0.2	-2
21	CC1(C)Cc2c(sc(NC(=O)C(=O)NCC3CCCO3)c2C(N)=O)CO1 (stereo not drawn)	-10	-6	11	0	4	-0.1	-1	0	-2.0	-2
22	O=C(CCC1CC(=O)Nc2ccccc21)NCc1cccnc1 (stereo not drawn)	-7	3	11	-3	8	-0.8	3	1	-1.8	.
23	COc1ccccc1/C=C/C(=O)Nc1ccc(N2CCOCC2)cc1	1	1	3	-4	33	0.1	-3	6	-0.6	-2
24	CCOC(=O)c1c(C)[nH]c(C(=O)N2CCN(CC)CC2)c1C	-5	0	-13	7	-20	-0.3	-7	-2	1.6	-3
25	CN(C(=O)c1ccc(NC(=O)Cc2cccc(NC(=O)C3CCCN(C(=O)C4CCC4)C3)c2)cc1)C1CC1 (stereo not drawn)	-6	-2	10	-4	14	0.2	-1	0	-2.1	-2

# Three entries out of the list above, sorted by the value under MOR-DOR inv ag, smallest number first.
entry	molecule	MOR-DOR inv ag
24	CCOC(=O)c1c(C)[nH]c(C(=O)N2CCN(CC)CC2)c1C	-13
18	COC(=O)CN1C(=O)C(C)(C)Oc2ccc(C(=O)NC3CCCC3)cc21	8
12	Cc1cc(C)cc(N2C(=O)CC(N3CCOCC3)C2=O)c1 (stereo not drawn)	13

# Other entries.
cpd	Compound	RTF Ca sens inh	RTF Ca sens act	MOR-DOR inv ag	HTR5A ag ctr	HTR5A inv ag	C-LANA FP	Keap1-Nrf2 PPI	V-ATPase pH	OPRM1-OPRD1 ag	CAL-PDZ inh HTS
26	Cc1cc(O)cc(O)c1-c1onc(C(F)(F)F)c1-c1cscn1	-15	2	-10	-3	8	-1.3	-2	-1	1.7	-4
27	COc1c(N)c2c(c([N+](=O)[O-])c1OC)C(=O)OC2	-3	3	2	-5	20	1.1	1	-1	-0.4	11
28	N#C/C=C(/N)N1CCN(c2ccc(Cl)c(Cl)c2)CC1	-19	-2	3	-4	8	2.3	4	-1	-0.6	-3
29	CCn1c(SCC(=O)c2ccc(Cl)cc2)nnc1C(C)C	-2	23	-6	3	-3	-1.1	-7	10	1.0	0
30	O=C(Nc1ccc2c(c1)OCO2)c1ccc(=O)[nH]n1	1	-1	15	5	-14	0.5	-2	2	-2.8	7
31	CN1C2=C(C(=O)CC(C)(C)C2)C(c2cccs2)C2=C1CC(C)(C)CC2=O	-5	8	12	1	-8	2.6	0	-2	-2.3	.
32	COc1ccc(CCNC(=O)C2CCN(C(=O)c3ccc(OC)c(OC)c3)CC2)cc1	-4	3	11	-2	7	-1.2	1	9	-2.6	-4
33	CC(=O)Nc1ccc(NC(=O)CCC(=O)NCCO)cc1	-1	5	8	1	33	1.6	1	-2	-1.5	.
34	COC(=O)[C@]1(Cc2ccccc2)N[C@H](CN(C)C(=O)Nc2ccc(OC)cc2)[C@@H]2C(=O)N(Cc3ccccc3)C(=O)[C@@H]21	3	-5	9	2	-5	-1.9	0	-2	-1.9	3
35	O=C(N/N=C/c1ccncc1)c1sc2ccccc2c1Cl	-4	-1	11	-1	5	1.5	-6	7	-2.1	2
36	COc1ccc(CNC(=O)c2cc(=O)c3cc(C)c(C)cc3o2)cc1	-3	-3	9	10*	-36	0.4	1	1	-1.9	-1
37	CC(=O)Nc1ccc(S(=O)(=O)N(CC(=O)Nc2cc(C)on2)Cc2ccc(F)cc2)cc1	-9	3	10	4	-12	-1.2	-6	1	-1.8	-1
38	Cc1ccc(N(C(=O)c2csnn2)C(C(=O)NC2CCCC2)c2ccncc2)c(C)c1 (stereo not drawn)	-21	7	12	-1	2	0.9	-2	-3	-2.3	-1
39	Cc1ccc(C2(c3ccccc3)NC(=O)N(CC(=O)NC3CCCCC3)C2=O)cc1C (stereo not drawn)	4	-10	8	-2	-2	-0.3	-8	0	-1.6	10
40	Cn1c(SCC(=O)NCc2ccc3c(c2)OCO3)ncc(C(=O)Nc2ccc(F)cc2)c1=O	-15	3	5	2	10	1.4	-1	-3	-0.8	-1
41	C=CCN(c1ccccc1OC)S(=O)(=O)c1cccc(C(=O)OCC(=O)N2CC(C)OC(C)C2)c1 (stereo not drawn)	-2	1	4	-2	4	0.3	-6	2	-0.9	1
42	O=C(c1nc2ccccn2c1CNCCCn1nnc2ccccc21)N1CCOCC1	-10	-1	1	3	-13	2.1	-3	0	-0.2	1
43	Cc1ccccc1Nc1nc(N)nc(COC(=O)[C@@H](NC(=O)c2ccco2)C(C)C)n1	-13	0	8	2	-9	-2.6	-3	0	-1.7	0
44	COc1ccc(S(=O)(=O)N2CCC(C(=O)N3CCCCC3)CC2)cc1	-8	-6	-5	3	-6	.	-1	1	0.8	0
45	Cc1ccc(C(=O)OCC(=O)Nc2c(Cl)cc(S(N)(=O)=O)cc2Cl)o1	1	1	-9	1	-1	-1.0	-6	4	1.7	-8
46	O=C1c2ccccc2C(=O)N1CCCN1C(=O)c2ccccc2C1=O	1	-2	-8	1	-3	-1.1	-5	1	1.6	0
47	CCC(C)(C)NC(=O)C(NS(=O)(=O)c1cccs1)c1ccccc1 (stereo not drawn)	-2	1	7	0	1	-0.5	-3	1	-1.6	.
48	O=C(Nn1c(Cc2ccccc2)nc2ccccc2c1=O)c1c(O)c2cccc3c2n(c1=O)CCC3	-10	5	-5	5	4	-0.3	4	1	0.9	.
49	COc1ccc(C(=O)OCC(=O)Nc2ccc([N+](=O)[O-])cc2OC)c(O)c1	-3	7	4	-2	-6	1.5	0	-2	-0.7	-5
50	CC(C)[C@H](NC(N)=O)C(=O)Nc1ccc2c(c1)CCC2	7	0	14	-3	7	-0.5	1	1	-2.6	0

# The results go on.
cpd	Compound	RTF Ca sens inh	RTF Ca sens act	MOR-DOR inv ag	HTR5A ag ctr	HTR5A inv ag	C-LANA FP	Keap1-Nrf2 PPI	V-ATPase pH	OPRM1-OPRD1 ag	CAL-PDZ inh HTS
51	CC1(C)CC(=O)C2=C(C1)N(c1ncn[nH]1)C(N)=C(C#N)C2c1ccccc1 (stereo not drawn)	4	2	15	-5	13	0.1	-8	3	-2.5	-3
52	Cc1ccc(NS(=O)(=O)c2c(C)[nH]c(C)c2C(=O)N2CCCCC2)cc1Cl	-1	3	2	1	9	2.2	-6	-1	-0.4	-7
53	C/C(Cl)=C/Cn1c(SCCN2CCOCC2)nc2c1c(=O)[nH]c(=O)n2C	1	3	11	-3	-1	-1.1	-2	2	-1.9	-3
54	CN(C)C(=O)CN1C(=O)NC2(CCCc3ccccc32)C1=O (stereo not drawn)	-6	5	17	4	1	-1.5	-1	1	-3.4	-1
55	CC(NC(=O)c1ccc(F)cc1Cl)C1CC2CCC1C2 (stereo not drawn)	-6	-10	14	7	-19	-0.4	1	-1	-2.6	-7
56	COc1cc(C(c2nnnn2C(C)(C)C)N2CCN(c3nc4ccccc4s3)CC2)ccc1O (stereo not drawn)	4	-1	6	-2	19	0.8	-9	2	-1.4	-6
57	COc1ccc(C(=O)N2CCN(Cc3ccc4c(c3)OCO4)CC2)cc1[N+](=O)[O-]	-10	4	10	1	-16	-0.6	0	0	-2.2	-2
58	CCc1cccc(NC(=S)Nc2cccc3ccccc23)c1	-4	3	-11	-2	-34	0.0	-3	-1	2.1	-4
59	Cc1[nH]c2ccccc2c1C1=CC(=O)C=CC1=O	9	2	-17	2	-8	0.5	-2	-3	3.5	-5
60	O=[N+]([O-])c1ccc(CN2CCN(c3ncccn3)CC2)cc1	-12	4	1	0	1	-0.3	-3	1	-0.1	-2
61	COc1ccccc1CCC(=O)Nc1cccc(S(=O)(=O)N2CCCC2)c1	4	3	9	3	-4	0.4	-2	2	-2.7	0
62	Cc1nc2ccccc2nc1OCC(=O)Nc1ccc(F)cc1	-20	3	12	1	-2	-1.4	-5	-1	-2.2	-9
63	CC(=O)c1c(C)[nH]c(C(=O)CSc2nnc(-c3ccco3)n2Cc2ccccc2)c1C	-4	-1	10	6	4	1.2	-4	-1	-2.2	.
64	COC(=O)c1c(NC(=O)C2Cc3ccccc3C(=O)O2)sc2c1CCCC2 (stereo not drawn)	-28	-1	14	1	2	-2.2	6	-2	-2.3	-1
65	N#C/C(=C\c1ccc(N2CCOCC2)o1)C(=O)NCC1CCCO1 (stereo not drawn)	-78	53*	13	-5	11	-34	-126	-1	-2.7	-1
66	CN1CCN(C(=S)c2cn(Cc3ccccc3)c3ccccc23)CC1	-13	9	2	-8	23	1.8	-4	1	-0.4	0

# Bioassay records (PubChem BioAssay)
